High-throughput results deposited in PubChem by National Center for Advancing Translational Sciences (NCATS).
HT1080 IDH1KD tx: kills HT-1080 cells with IDH1 knockdown; HT-1080 IDH1 knockdown viability, ATP luminescence, 48 h; Potency, µM (highest dose often 46.1 µM), inactives show top-dose activity, negative = toxicity, usual class: cytotoxic; 360,000 compounds, 2% hits;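 note: potency is the fitted concentration of half-maximal effect; 0% = DMSO wells and -100% = cell-free medium wells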
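After a 2 h attachment period, IDH1KD HT-1080 cells took pin-transferred compound for 48 h at 37 °C; ATP-based luminescence after 10 min room-temperature reagent incubation reported viability.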
ATXN viability: reduces viability in counter-screen for ATXN expression inhibitors | S2 cells (HEK-293 line with an ATXN2-luciferase reporter) viability, CellTiter-Fluor protease fluorescence, 24 h | 400,000 compounds, 0.49% hits | Potency, µM (titrated, usually from 56.7 µM), hits mostly cytotoxic; note: potency is the fitted concentration of half-maximal effect; nearly all actives have a fitted effect of over 40% in size
HT1080NT lethal: kills 2HG-producing HT-1080-NT fibrosarcoma cells | HT-1080-NT fibrosarcoma viability, CellTiter-Glo ATP luminescence, 48 h | Potency, µM (series often up to 46.1 µM), for the others: top-dose activity, negative = less viability, most hits filed as cytotoxic | 360,000 compounds, 1.6% hits;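 note: NT is the 2HG producing partner of a matched IDH1 knockdown line; potency is the fitted concentration of half-maximal effect; 0% = DMSO-treated cells and -100% = media-only wells without cells; nearly all actives have a fitted effect of over 55% in size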
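Fibrosarcoma NT cells, 750 per well in 5% FBS RPMI, were exposed to compound for 48 hours. Viability: CellTiter-Glo luminescence.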
MCF10A rereplic: induces DNA re-replication in MCF 10a normal breast cells | MCF 10A DNA re-replication, Hoechst nuclear intensity, 48 h | Potency, µM (series often up to 46.1 µM), for the others: top-dose activity, positive = re-replication, most hits filed as activators | 350,000 compounds, 2.9% hits | AID 624296; note: potency is the fitted concentration of half-maximal effect; % of control where 0% means no effect; nearly all actives have a fitted effect of over 50% in size
KB-3-1 cytotox: kills parental KB-3-1 adenocarcinoma cells. KB-3-1 viability, CellTiter-Glo ATP luminescence, 72 h. Potency, µM (highest dose often 46.1 µM), inactives show at the top dose activity change, negative = cytotoxic, usual class: cytotoxic. 400,000 compounds, 1.4% hits. AID 1347075; note: potency is the fitted concentration of half-maximal effect; % is set by controls: 0 for no effect and ±100 for the full control effect; nearly all actives have a fitted effect of over 60% in size
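Parental KB-3-1 adenocarcinoma cells in phenol-red-free DMEM with 10% FBS were pin-treated with compounds at several concentrations, incubated 72 h at 37 °C, and viability read by CellTiter-Glo luminescence; concentration-effect curves were fitted after normalization.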
SW480 rereplic: inducers of DNA re-replication in SW480 colon cancer cells | 340,000 compounds, 1.8% hits | Potency, µM (top dose mostly 46.1 µM), for inactives: at the highest dose re-replication activation, hits mostly activators | AID 624297 | SW480 DNA re-replication, Hoechst DNA content imaging, 48 h; note: potency is the fitted concentration of half-maximal effect; % of control where 0% means no effect; nearly all actives have a fitted effect of over 55% in size
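DNA re-replication was detected as more nuclei of elevated Hoechst intensity after 48 hr exposure to compound (23 nL pinned per well of 250 cells).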
ATXN2 expr inh: reduces ATXN2 reporter expression in HEK-293 cells; AID 1745845; HEK-293 ATXN2-luciferase reporter, luminescence, 24 h; 360,000 compounds, 0.72% hits; Potency, µM (doses to about 57 µM), for inactives: at the highest dose activity change, negative = inhibition, most hits filed as inhibitors; note: potency is the fitted concentration of half-maximal effect; % is set by controls: 0 for no effect and ±100 for the full control effect; nearly all actives have a fitted effect of over 55% in size
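ATXN2-luciferase reporter cells (luciferase flanked by upstream and downstream ATXN2 gene portions) were treated 24 h at 37 °C with compounds at up to 57 uM. SteadyGlo luminescence gave expression; GF-AFC fluorescence gave viability.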
HepG2 tox: HepG2 cytotoxicity, counter-screen for TGF-b inhibitors. HepG2 CAGA-GFP viability, ATP luminescence, 18 h. Potency, µM (doses to about 46.1 µM), for inactives: at the highest dose activity change, negative = cytotoxicity, hits mostly cytotoxic. 410,000 compounds, 0.76% hits. AID 588856; note: potency is the fitted concentration of half-maximal effect; some results filed as inactive show a strong effect at the top dose
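HepG2 CAGA-GFP cells (1000/well, DMEM with 1% FBS) received compound, then TGF-beta at 500 pg/mL final, and were incubated 18 hours at 37 degrees C. Viability was read by CellTiter-Glo luminescence. Media-only wells were set as complete cell-killing and DMSO as no toxicity.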
IL-1B inflam inh: inflammasome signaling inhibition, IL-1 beta readout; THP-1 LPS/ATP IL-1B secretion, AlphaLISA, 16 h; active compounds read low; 360,000 compounds, 4.7% hits; activity change, % at 57.5 µM; in the data active = activity change below about -50%; inconclusive = mostly about -30% to -49%; note: % is set by controls: 0 for no effect and ±100 for the full control effect
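Secreted IL-1B measured by AlphaLISA bead assay after 16 h compound exposure of THP-1 cells; compounds (final up to 57.5 uM) added 1 h before LPS (250 ng/mL) and ATP (1.25 mM) stimulation; lower signal means less secretion.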
Numbers without * were called inactive; i = inactive; u = inconclusive; x = not tested or not shown; & = joins results of further samples; [ ] = another dose, or the depositor's remark. Unless noted, calls come from the whole dose curve; as a rule, active = well fitted curve in the direction sought with a large enough effect; inconclusive = small, poorly fitted or top-dose-only effect, or another doubt; inactive = no such curve, though single readings can be large; an effect the other way counts as inactive or inconclusive.

canonical_smiles	HT1080 IDH1KD tx	ATXN viability	HT1080NT lethal	MCF10A rereplic	KB-3-1 cytotox	SW480 rereplic	ATXN2 expr inh	HepG2 tox	IL-1B inflam inh
C=C(C)c1cccc(C(C)(C)NC(=O)Nc2ccc3[nH]c(=O)[nH]c3c2)c1	1%	i	-2%	0%	-5%	-3%[9.22 µM]	9%	7%	-21
Cc1cc(NC(=O)NN2CCOCC2)nn1-c1c(Cl)cccc1Cl	15%	i	25%	-25%	2%	-59%[inhibitor]	0%	-77%	7
Cc1ccc(S(=O)(=O)N(C)C)cc1NC(=O)COC(=O)C1CC1	4%	i	6%	-2%	8%	-5%	4%	-20%	6
CC(C)(C)CC(C)(C)NC(=O)CSCC(=O)Nc1ccc2ccccc2c1	-1%[9.24 µM]	i	16µM*	0%	-2%	-1%	2%	-100%	-94*
CC(O)CNc1cc(N)c([N+](=O)[O-])cc1[N+](=O)[O-] (stereo unspecified)	-5%	i	0%	-4%	-24%	-3%	-12%	0%	-2
COC(=O)c1c(NC(=O)c2ccoc2C)sc2c1CCC2	-1%	i	2%	13%	11%	13%	-1%	-19%	5
CCCCC(NC(=O)Cc1c(C)c2cc3c(C)c(C)oc3c(C)c2oc1=O)C(=O)O (stereo unspecified)	-8%	i	-5%	47%	-3%	-8%	1%	-3%	-3
Cc1ccc(NC(=O)C2(C)CCN2Cc2ccccc2OC(F)F)cc1 (stereo unspecified)	u	u	u	x	0%	x	-42%	-23%	-16
CCOC(=O)C1=C(CN2CCCCCC2)NC(=O)NC1c1ccc2c(c1)OCO2 (stereo unspecified)	7%	i	18%	-7%	-3%	u	x	-39%	0
O=C(NCC(=O)N(Cc1ccco1)C(C(=O)NC1CCCC1)c1cccnc1)c1cccs1 (stereo unspecified)	2%	i	-11%	u	-9%	9%	-8%	-6%	1
CC(=O)c1cccc(NC(=O)NCc2cccs2)c1	27%	i	1%	1%	-2%	-5%	21%	-2%	-1
CCN(CC)Cc1c(O)ccc2c(=O)c(Oc3ccccc3OC)c(C)oc12	11%	i	9%	-2%	-5%	-8%	-7%	3%	6
CCOC(=O)c1c(C)n(O)c2ccc(Cl)cc2c1=O	-18%	x	-3%	7%	-1%	-1%	0%	-9%	11
COc1ccc(/C=N/NC(=O)c2ccccc2O)cc1CN1CCOCC1	-9%	i	-6%	2%	-3%	u	2%	-1%	5
CCCc1nnc(SCC(=O)N2C(C)CCCC2C)n1CC (stereo unspecified)	-1%	u	18%	0%	3%	-2%	7%[11.3 µM]	1%	-18
CCOC(=O)c1ccc(NC2=CC(c3ccc(F)cc3)N(c3ccc(C(=O)OCC)cc3)C2=O)cc1 (stereo unspecified)	x	i	x	x	13%	x	0%	-8%	x
O=C1C2C3C=CC(CC3)C2C(=O)N1/N=C/c1ccccc1O (stereo unspecified)	5%	i	2%	11%	13%	1%	24%	-18%	-7
CN1CCN(c2ccccc2NC(=O)c2ccc(-c3ccc(Br)cc3)o2)CC1	2.6µM*	i	u	4.1µM*	u	8.2µM*	-23%	-1%	29
Cn1c(N)c(C(=O)COC(=O)Cn2cc(C(F)(F)F)ccc2=O)c(=O)n(C)c1=O	-13%	i	-4%	-3%	13%	-1%	5%	-24%	24
Cc1[nH]c(C(=O)O)c(C)c1C(=O)OC(C)C	-2%	i	0%	-6%	-4%	-6%[9.22 µM]	2%	2%	12
CN(CC(=O)Nc1cccc(F)c1)C(=O)CSc1ccc(Br)cc1	-4%	i	-10%	4%	-10%	-42%	0%	-24%	-11
Cc1cc(N=CC2=C(O)CCCC2=O)no1	19%	i	15%	-2%	18%	2%	4%	-1%	14
Cc1ccc(Cl)cc1N1CCN(C(=O)c2ccc(CS(=O)(=O)c3ccc(Br)cc3)o2)CC1	x	i	x	x	u	x	u	-43%	x
O=C(Cn1cc(SCc2ccccc2Cl)c2ccccc21)N1CCOCC1	-6%	i	-1%	23%	-6%	1%	52%[activator]	0%	-5
O=C(NCc1ccc(F)c(F)c1)C1CCC(=O)N(CCc2ccccc2)C1 (stereo unspecified)	3%	i	-8%	0%	-3%	-25%	1%	-9%	0
COc1ccc(C(=O)CCc2nc3ccccc3s2)cc1	-2%	i	6%	-2%	7%	-3%	1%	-1%	6
O=C(COC(=O)/C=C/c1cccc(C(F)(F)F)c1)NCc1ccco1	1%	i	7%	1%	1%	-90%[inhibitor]	3%	-13%	-5
CN(C)CC(O)COc1cccc(OCC(O)CN(C)C)c1 (stereo unspecified)	12%	i	0%	-1%	4%	-3%	-3%	-7%	-6
Cc1ccc(-c2ccc(S(=O)(=O)N3CC(C)OC(C)C3)cc2)cc1 (stereo unspecified)	5%	x	19%	-5%	2%	5%	x	-2%	7
Cc1cccc(C(CC(=O)NCC2(c3ccccc3)CCCC2)c2ccccc2)c1O (stereo unspecified)	x	i	x	x	u	x	u	-39%	x

Single values from the results shown.
In IL-1B inflam inh, COc1ccc(C(=O)CCc2nc3ccccc3s2)cc1 shows 6
In HepG2 tox, CN(C)CC(O)COc1cccc(OCC(O)CN(C)C)c1 (stereo unspecified) shows -7%

Following part.
canonical_smiles	HT1080 IDH1KD tx	ATXN viability	HT1080NT lethal	MCF10A rereplic	KB-3-1 cytotox	SW480 rereplic	ATXN2 expr inh	HepG2 tox	IL-1B inflam inh
O=C(OCC(=O)N1CCCC1)c1ccccc1O	2%	i	6%	-7%	0%	-21%	9%	-3%	2
CC(=O)c1ccc(NC(=O)CC2Sc3ccccc3NC2=O)cc1 (stereo unspecified)	x	i	x	x	-3%	x	14%	-31%	x
Cc1noc(NS(=O)(=O)c2ccc(NC(=O)CSc3n[nH]c(-c4ccccc4)n3)cc2)c1C	14%	i	11%	15%	0%	-3%	2%	7%	9
COc1ccc(Nc2nc(-c3ccc(OC)cc3)cs2)cc1	-3%	u	-11%	-7%	5%	-2%	0%	10%	u
O=C(CCc1c[nH]c2ccccc12)NCC1CCCO1 (stereo unspecified)	11%	u	15%	3%	16%	3%	-25%	-1%	3
O=C1S/C(=C\c2ccc(N3CCOCC3)o2)C(=O)N1Cc1c(F)cccc1Cl	3.5µM*	i	u	11%	-3%	4%	0%	8%	20
CCc1nnc(N/N=C/c2cccs2)n1N	-16%	i	-10%	u	-1%	23µM*	-9%	-98%	0
COc1ccc(NN=Nc2nc3c([nH]2)c(=O)n(C)c(=O)n3C)cc1	-11%	i	-12%	8%	-11%	0%	38%[activator]	-6%	28
C/C(=N\NC(=O)c1ccc(Cl)cc1)c1ccc2[nH]ccc2c1	-13%	i	-14%	0%	-20%	-1%	23%	28%	13
O=C(CSc1nc(-c2ccccc2)cc(C(F)(F)F)n1)NCCN1CCOCC1	-5%	i	-1%	9%	-14%	1%	3%	14%	12
COCCCNC(=O)CSc1nc2ccccc2c(=O)n1CCCN1CCCCC1	0%	i	-3%	-7%	-2%	-14%	x	15%	-7
O=C1CC(=O)Nc2cc(S(=O)(=O)NCc3cccs3)ccc2N1	3%	i	-1%	5%	1%	-6%	6%	0%	18
COc1ccc(Cl)cc1NC(=O)CCS(=O)(=O)c1ccc(Br)cc1	-12%	i	-20%	0%	14%	-20%	8%	4%	18
COc1ccc(CCn2c(=N)c(C(=O)NC3CCCC3)cc3c(=O)n4ccccc4nc32)cc1OC	2%	i	9%	16µM*	u	u	-6%	3%	-3
Cc1c2cccn2cc[n+]1C	1%	i	6%	3%	1%	1%	3%	1%	-1
CCCCOc1ccc(-c2nc(/C=N/c3nccs3)c(O)o2)cc1	20%	i	24%	4%	14%	-1%	5%	5%	10
O=C(Nc1nnc(S(=O)(=O)N2CCCCCC2)s1)c1ccccc1Br	-2%	u	4%	0%	2%&11%	-13%	4%&12%	-21%&-22%	-3
Cc1ccc2oc(=O)c3cc(C(=O)N4CCN(c5ccccc5F)CC4)sc3c2c1	x	i	x	x	0%	x	-3%	-15%	x
O=C(O)COc1ccccc1/C=N/NC(=O)c1cc2ccccc2cc1O	-29%	i	-31%	2%	-14%	-1%	-31%	-1%	9
CCC(C)(C)NC(=O)/C=C/c1ccc(OC)c(S(=O)(=O)N2CCOCC2)c1	7%	i	11%	-6%	10%	x	-6%	-4%	0

No new results follow: entries from further up.
canonical_smiles	HT1080 IDH1KD tx	ATXN viability	HT1080NT lethal	MCF10A rereplic	KB-3-1 cytotox	SW480 rereplic	ATXN2 expr inh	HepG2 tox	IL-1B inflam inh
O=C(OCC(=O)N1CCCC1)c1ccccc1O	2%	i	6%	-7%	0%	-21%	9%	-3%	2
CC(=O)c1ccc(NC(=O)CC2Sc3ccccc3NC2=O)cc1 (stereo unspecified)	x	i	x	x	-3%	x	14%	-31%	x
Cc1noc(NS(=O)(=O)c2ccc(NC(=O)CSc3n[nH]c(-c4ccccc4)n3)cc2)c1C	14%	i	11%	15%	0%	-3%	2%	7%	9
COc1ccc(Nc2nc(-c3ccc(OC)cc3)cs2)cc1	-3%	u	-11%	-7%	5%	-2%	0%	10%	u
O=C(CCc1c[nH]c2ccccc12)NCC1CCCO1 (stereo unspecified)	11%	u	15%	3%	16%	3%	-25%	-1%	3
O=C1S/C(=C\c2ccc(N3CCOCC3)o2)C(=O)N1Cc1c(F)cccc1Cl	3.5µM*	i	u	11%	-3%	4%	0%	8%	20
CCc1nnc(N/N=C/c2cccs2)n1N	-16%	i	-10%	u	-1%	23µM*	-9%	-98%	0
COc1ccc(NN=Nc2nc3c([nH]2)c(=O)n(C)c(=O)n3C)cc1	-11%	i	-12%	8%	-11%	0%	38%[activator]	-6%	28
